# Nrf2 ARE act = Nrf2 pathway activation; AREc32 ARE-luciferase reporter (MCF7-derived line), luminescence, 24 h; 0.31% of 410,000 active; Potency, µM (top dose mostly 46.1 µM), inactives show at the highest dose activation, most hits filed as activators; note: % of control where 0% means no effect; nearly all actives have a fitted effect of over 65% in size
#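 Cells of the AREc32 ARE-luciferase line are plated in OPTI-MEM containing 5% FBS and left overnight at 37 deg C. Compounds are pinned in, incubation continues 24 hr, and firefly luciferase signal is then measured.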
# A549 viability = kills or reduces viability of A549 cells in Nrf2 counter-screen; 0.16% of 390,000 active; Potency, µM (series often up to 46 µM), for inactives: top-dose activity change, negative = cytotoxicity, hits mostly inhibitors; A549 ARE-Fluc cells, CellTiter-Fluor viability, 18-24 h; note: % is set by controls: 0 for no effect and ±100 for the full control effect
#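 Cytotoxicity counterscreen: CellTiter-Fluor fluorescence was measured in A549 ARE_Fluc cells after 18-24 h of compound exposure in a concentration series. The subsequent BugLite luminescent read reports ARE-luciferase activity.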
# S2 tox = cell viability loss in ATXN counter-screen; S2 cells (HEK-293 line with an ATXN2-luciferase reporter) viability, CellTiter-Fluor protease fluorescence, 24 h; Potency, µM (highest dose often 56.7 µM), usual class: cytotoxic; 0.49% of 400,000 active; note: nearly all actives have a fitted effect of over 40% in size
# MCF10A rereplic = inducers of DNA re-replication in MCF 10A breast cells; 2.9% of 350,000 active; Potency, µM (series often up to 46.1 µM), inactives show top-dose activity, positive = re-replication, most hits filed as activators; MCF 10A DNA re-replication, Hoechst nuclear intensity, 48 h; note: % of control where 0% means no effect; nearly all actives have a fitted effect of over 50% in size
# Nrf2 block = Nrf2 pathway inhibition. A549 ARE-Fluc reporter, luciferase luminescence, 18-24 h. AID 504444. Potency, µM (top dose mostly 46 µM), for the others: at the top dose activity change, negative = inhibition, usual class: inhibitors. 2.1% of 360,000 active; note: % is set by controls: 0 for no effect and ±100 for the full control effect; nearly all actives have a fitted effect of over 60% in size
#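 Reporter: ARE-Fluc in A549. Exposure: 18-24 h, 37 °C, 5% CO2, 5% FBS OPTI-MEM. Readouts: fluorescent cytotoxicity (CellTiter-Fluor), then luminescent Nrf2 signal after BugLite.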
# HepG2 tox = counter-screen for TGF-b inhibitors: cytotoxicity in HepG2 cells. HepG2 CAGA-GFP viability, ATP luminescence, 18 h. Potency, µM (doses to about 46.1 µM), for the others: top-dose activity change, negative = cytotoxicity, most hits filed as cytotoxic. 0.76% of 410,000 active. AID 588856; note: some results filed as inactive show a strong effect at the top dose
#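 CellTiter-Glo luminescence gave cytotoxicity after 18 hours at 37 degrees C. The cells were HepG2 CAGA-GFP in 1% FBS DMEM, stimulated with 500 pg/mL TGF-beta after compound addition. %Activity was normalised to no-cell wells (complete cell-killing) and DMSO (no toxicity), and curves were fitted and classified.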
# TGFb SMAD3 inh = blocks TGF-b signaling; HepG2 CAGA-GFP TGF-b/SMAD3 reporter, GFP fluorescence, 18 h; TGF-beta stimulated, 500 pg/mL final; Potency, µM (top dose mostly 46.1 µM), without a hit: at the top dose activity, negative = inhibition, most hits filed as inhibitors; 1.2% of 410,000 active; AID 588855; note: % is set by controls: 0 for no effect and ±100 for the full control effect; nearly all actives have a fitted effect of over 65% in size
#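 HEPG2 CAGA-GFP, 1000 cells/well; 2 h settle, 37 C; cpd via pin tool; TGF-b 500 pg/mL final; 18 h, 37 C; GFP imaging ex488/em500-530; %Activity normalised to -TGF-b and +DMSO controls; CRC fit, curve class.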
# EPAC2 antagonist = blocks human EPAC2 exchange factor | EPAC2 GEF exchange of Rap1B-BODIPY-GDP, fluorescence | Q8WZA2 | 0.18% of 360,000 active | AID 720708 | Potency, µM (doses to about 114 µM), inactives show at the top dose activity, negative = inhibition, most hits filed as inhibitors; note: % is set by controls: 0 for no effect and ±100 for the full control effect; nearly all actives have a fitted effect of over 45% in size; many of its hits are not listed in these tables
# Target sequence (Q8WZA2 whole entry, looked up): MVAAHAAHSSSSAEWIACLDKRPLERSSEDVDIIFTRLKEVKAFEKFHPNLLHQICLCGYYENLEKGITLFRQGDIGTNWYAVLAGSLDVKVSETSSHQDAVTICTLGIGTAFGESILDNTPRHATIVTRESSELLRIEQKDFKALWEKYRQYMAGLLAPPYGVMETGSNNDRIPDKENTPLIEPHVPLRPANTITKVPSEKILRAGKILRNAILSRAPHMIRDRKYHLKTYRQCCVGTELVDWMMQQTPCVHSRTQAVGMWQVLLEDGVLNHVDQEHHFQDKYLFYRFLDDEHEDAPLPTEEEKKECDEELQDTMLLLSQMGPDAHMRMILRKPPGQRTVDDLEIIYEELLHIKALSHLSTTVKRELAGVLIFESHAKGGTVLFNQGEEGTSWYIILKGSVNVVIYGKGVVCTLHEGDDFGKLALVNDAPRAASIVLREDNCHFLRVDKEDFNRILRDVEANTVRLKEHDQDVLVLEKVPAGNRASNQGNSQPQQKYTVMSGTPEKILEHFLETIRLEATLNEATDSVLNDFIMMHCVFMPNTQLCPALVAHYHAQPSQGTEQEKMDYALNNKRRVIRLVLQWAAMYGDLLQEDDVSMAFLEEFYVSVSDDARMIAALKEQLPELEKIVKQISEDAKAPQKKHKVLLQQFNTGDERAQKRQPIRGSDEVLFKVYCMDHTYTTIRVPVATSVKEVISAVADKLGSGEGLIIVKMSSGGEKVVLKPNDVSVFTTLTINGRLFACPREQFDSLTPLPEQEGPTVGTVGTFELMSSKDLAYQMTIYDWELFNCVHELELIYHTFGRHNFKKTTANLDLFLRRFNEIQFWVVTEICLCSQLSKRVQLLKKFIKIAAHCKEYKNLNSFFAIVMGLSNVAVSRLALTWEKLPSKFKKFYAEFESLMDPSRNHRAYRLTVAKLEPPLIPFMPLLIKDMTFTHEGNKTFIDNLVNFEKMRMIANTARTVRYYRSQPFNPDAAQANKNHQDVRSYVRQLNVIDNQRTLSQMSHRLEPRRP
# ATXN2 expr inh = ATXN2 expression inhibition. Potency, µM (doses to about 57 µM), for the others: at the highest dose activity change, negative = inhibition, hits mostly inhibitors. HEK-293 ATXN2-luciferase reporter, luminescence, 24 h. 0.72% of 360,000 active. AID 1745845; note: % is set by controls: 0 for no effect and ±100 for the full control effect; nearly all actives have a fitted effect of over 55% in size
#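 ATXN2-luciferase reporter cells (luciferase flanked by upstream and downstream ATXN2 gene portions) were treated 24 h at 37 °C with compounds at up to 57 uM. SteadyGlo luminescence gave expression; GF-AFC fluorescence gave viability.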
# The depositor's hits bear a star; i = inactive; ? = inconclusive; . = not tested or not shown; & = joins results of further samples; [ ] = remark or other dose. Calls come from the whole dose curve; as a rule, active = well fitted curve in the direction sought with a large enough effect; inconclusive = small, poorly fitted or top-dose-only effect, or another doubt; inactive = no such curve, though single readings can be large; an effect the other way counts as inactive or inconclusive. Potency is the fitted concentration of half-maximal effect. The list is partial, so the mix of outcomes need not match the whole.
# The opening 2 entries, ahead of the listing:
Molecule | A549 viability | Nrf2 block | Nrf2 ARE act | MCF10A rereplic | ATXN2 expr inh | S2 tox | EPAC2 antagonist | TGFb SMAD3 inh | HepG2 tox
COc1cccc(C(=O)Nc2nnc(-c3ccc(F)cc3)o2)c1 | -2% | ? | -0.5% | 17% | ? | ? | 8% | -24% | -27%
CCN1CCN(c2cc(C)c3cc(NC(=O)c4ccc(C)c(C)c4)ccc3n2)CC1 | -24% | -12% | 0.8% | 10% | . | ? | 1% | -1% | -12%

# All compounds of this part, repeating the preview:
Molecule | A549 viability | Nrf2 block | Nrf2 ARE act | MCF10A rereplic | ATXN2 expr inh | S2 tox | EPAC2 antagonist | TGFb SMAD3 inh | HepG2 tox
COc1cccc(C(=O)Nc2nnc(-c3ccc(F)cc3)o2)c1 | -2% | ? | -0.5% | 17% | ? | ? | 8% | -24% | -27%
CCN1CCN(c2cc(C)c3cc(NC(=O)c4ccc(C)c(C)c4)ccc3n2)CC1 | -24% | -12% | 0.8% | 10% | . | ? | 1% | -1% | -12%
CN(CC(=O)Nc1ccc(F)cc1)C(=O)COC(=O)CNC(=O)c1sc2ccccc2c1Cl | -1% | 9% | -0.5% | 5% | 1% | i | -20% | 10% | -2%
Fc1cccc(NC(=S)NCc2ccc(Cl)cc2)c1 | 10% | -9% | -0.3% | 23% | 0% | i | -8% | -29% | 0%
Cc1cc(C)c(/C=C/c2onc(C)c2S(=O)(=O)N2CCC(C(=O)Nc3cccc(C)c3C)CC2)c(C)c1 | 10% | . | 2.5% | . | . | . | . | 0% | -8%
Cc1ccc(C2=NC3(CCCC3)N=C2SCC(=O)Nc2ccc3c(c2)OCCO3)cc1 | 0% | -27% | 8.2% | ? | -20% | ? | -2% | ? | -24%
CCOc1ccc(=O)n(-c2ccccc2)n1 | 0% | 1% | 0.0% | -25% | 4% | i | -1% | -9% | -18%
O=C(COC(=O)c1ccc2c(c1)OCO2)Nc1ccccc1F | -1% | 8% | -0.6% | 4% | . | i | -8% | 15% | 9%
CN(C)C(=O)CNc1ccn2nc(-c3cccc(OCCN4CCOCC4)c3)cc2n1 | . | . | 0.5%[9.22 µM] | . | 15% | i | 10% | 4% | 1%
O=C(NCCc1ccccc1)C(=O)NCC1OCCN1S(=O)(=O)c1ccccc1 (configuration not stated) | -1% | 0% | 0.1% | -6% | 16% | i | -1% | -9% | 4%
CCOC(=O)C(Cc1ccc(O)cc1)NC(=O)c1cc2c(cn1)[nH]c1ccccc12 (configuration not stated) | . | . | 4.3% | . | 23% | ? | 1% | . | .
CN(C)S(=O)(=O)c1ccc(C(=O)N(c2ccccn2)c2ccccn2)cc1 | . | 13% | -0.1% | 5% | -1% | i | -1% | 11% | 7%
Cc1cc2nnc(SCC(=O)N3C(C)CCCC3C)n2c(N)n1 (configuration not stated) | 1% | 4% | -0.5% | -3% | 10% | i | 3% | 0% | -30%
Cc1cc(C)cc(N(CCC#N)C(=O)COC(=O)CCc2c[nH]c3ccccc23)c1 | -1% | 5% | 1.8% | -1% | -11% | i | -2% | 2% | -18%
Cn1c2c(c(O)c(-c3ccccc3)c1=O)C(=O)CC(C)(C)C2 | 2% | -12% | -1.7% | 2% | -15% | i | 0% | 8% | 2%
CCCCN(Cc1ccco1)C(=O)c1cc2c(=O)[nH]c3ccc(C)cc3c2s1 | -29% | ? | -1.2% | ? | -24% | ? | -3% | 4% | -31%
CC(=O)Nc1ccc(C(=O)N2CCCCC2c2cc(C(=O)NC(C)C)no2)cc1 (configuration not stated) | . | . | 0.0% | . | 13% | i | -1% | 2% | -4%
Cc1ccc(CS(=O)(=O)CCC(=O)NCCc2ccccc2)cc1 | 0% | 2% | -0.4% | -13% | 11% | i | 6% | 0% | -32%
CCOc1ccc(C2C(=O)N(C3CCCCCC3)CC(=O)N2Cc2ccc(C)cc2)cc1OC (configuration not stated) | 9% | . | 1.3% | . | . | . | . | -47% | -37%
CCn1c(C)nnc1SCC(=O)Nc1ccccc1OC | -6% | -2% | 0.1% | 0% | -5% | ? | 9% | 1% | 3%
O=C(O)c1ccccc1-c1ccc(C=c2sc3nc4cc(Br)cnc4n3c2=O)o1 | . | . | 6.7% | . | 1% | . | -11% | -21% | -9%
COc1cccc(N2C(=O)C3CCCN3C2c2ccc(Cl)cc2)c1 (configuration not stated) | 1% | 4% | -0.8% | 11% | 8% | i | -14% | 6% | 0%
CCN1C[C@@H]2[C@@H]3C(=O)N(C)C(=O)[C@@H]3[C@](Cc3ccccc3)(C1=O)N2C(=O)c1ccc(Cl)cc1 | -5% | -1% | 0.1% | 4% | 7% | i | -4% | 4% | 0%
Cc1noc(C)c1CSCC(=O)Nc1ccc(Br)cc1Cl | -2% | -4% | 0.4% | 8% | -3% | ? | 10% | -4% | -1%
COc1ccc(-n2nnnc2-c2cn(C)nc2C(F)(F)F)cc1 | -7% | . | 0.4% | -3% | 1% | i | 10% | 0% | 2%
CCN1CCN(c2ccc([N+](=O)[O-])cc2S(=O)(=O)N2CCOCC2)CC1 | -2% | -1% | 0.5% | -6% | -10% | i | 4% | 2% | 2%
O=C1CSc2ccc(C(=O)N3CCN(c4ccccn4)CC3)cc2N1 | 14% | 8% | -0.7% | 10% | 2% | i | -1% | 0% | -5%
CCOC(=O)Nc1ccc(Cc2ccncc2)cc1 | 2% | ? | 0.9% | 21% | 14% | i | 6% | 5% | 2%
CC(/C=C/c1ccco1)=N/NC(=O)C1COc2ccccc2O1 (configuration not stated) | -13% | -16% | ? | ? | . | i | -3% | ? | -22%
CCOc1ccc(-c2c(C(=O)N/N=C/c3ccsc3)nnn2-c2nonc2N)cc1 | 2% | -11% | -0.1% | 0% | -4% | i | 3% | 2% | -1%
Cc1ccc(/C=N\Nc2cn[nH]c(=O)c2Cl)cc1 | -1% | . | ? | -2% | 115%[activator] | i | 4% | 6% | -13%
CC(=O)NNC(=S)NCCc1ccccc1 | -7% | ? | 0.5% | 8% | -1% | i | 10% | 4% | -1%
COC(=O)C1N[C@@H]([C@@H](NC(=O)COc2ccccc2)C(=O)NCc2ccccc2)SC1(C)C (some centres not stated) | 0% | -7% | -0.7% | -4% | 6% | i | -18% | 2%&10% | -3%&22%
O[C@H]1CN(Cc2cccs2)[C@@H](c2ccccc2)C[C@@H]1n1cc(C2CC2)nn1 | . | . | 2.7% | . | 3% | i | 1% | -1% | -11%
COc1ccc(C2C(C(=O)NCCN(C)C)c3cc(OC)c(OC)cc3C(=O)N2C)cc1OC (configuration not stated) | -5% | -2% | -0.3% | 14% | -11% | i | -4% | 9% | 15%
COC(=O)C1=CN(C)C=C(C(=O)OC)C1c1ccc(Cl)cc1Cl | -4% | 13% | -0.2% | ? | -4% | i | 4% | -24% | 3%
COc1ccc(N2C(=NC(=O)c3ccccc3)SC3CS(=O)(=O)CC32)cc1 (configuration not stated) | 1% | -17% | -0.2% | -1% | -6% | i | -20% | -14% | -23%
COc1ccc(N2C(=O)CSC2c2cccc(OC)c2OC)cc1 (configuration not stated) | 6% | 6% | -0.8% | 0% | -1% | i | 18% | -6% | -13%
CC1=C(C(=O)N(C)C)C(c2cccc(Cl)c2)NC(=O)N1 (configuration not stated) | 5% | 11% | -0.2% | ? | 7% | i | 16% | ? | 17%
O=C(NC1CCC(O)CC1)c1cc(-c2ccc(Cl)cc2)nc2ccccc12 (configuration not stated) | 2% | 9% | -0.3% | -4% | 7% | i | -4% | 2% | 4%
CCOC(=O)c1c(N)n[nH]c1-c1ccc(OC)cc1 | 0% | -5% | -0.1% | -5% | 1% | i | 3% | -4% | -2%
CCc1cc(CC)c(/C=N/NC(N)=O)c(CC)c1/C=N/NC(N)=O | -1% | 12% | 5.4% | 10% | 18% | i | 8% | 22% | 5%
CCOc1ccc(CCN2C(=O)C(=O)N([C@@H](Cc3ccc(O)cc3)CN3CCC[C@H]3CN3C(=O)C(=O)NC[C@@H]3CC(C)C)C[C@@H]2Cc2ccccc2)cc1 | . | . | -0.3% | . | 7% | i | 6% | . | .
CCc1ccccc1NC(=O)c1cc(-c2ccco2)on1 | ? | 21% | ? | -1% | 13% | i | -4% | -1% | -9%
c1ccc(-n2c(Sc3cnccn3)nnc2-c2cccs2)cc1 | -3% | 1% | -0.3% | ? | 4% | i | -6% | -7% | -19%
CCOC(=O)CSc1nnc(CSc2nc3ccccc3s2)n1C | -7% | 2% | -0.5% | 2% | -10% | i | -5% | 4% | 2%
COc1cc(NC(=O)CSc2cc(C)c3cc(C)cc(C)c3n2)c(C(=O)O)cc1OC | 1% | 4% | -0.2% | -9% | 8% | i | ? | 2% | 9%
COc1ccccc1N1CCN(C(CNC(=O)C(=O)NCc2ccc(F)cc2)c2cccnc2)CC1 (configuration not stated) | ? | ? | 0.2% | . | -22% | i | . | ? | -16%
CCCCOc1ccc(C(=O)NCC(=O)NC2CCC(C)CC2)cc1 (configuration not stated) | -1% | 11% | -0.3% | 7% | 6% | i | -3% | -4% | 15%
CCOC(=O)c1c(-n2c(C)cc(C=O)c2C)sc2c1CCCC2 | 2% | . | 0.1% | ? | ? | i | -4% | -17% | -31%
CCOC(=O)C1(Cc2ccc(OC)cc2)CCN(C(=O)c2cc3ccccc3[nH]2)CC1 | -4% | 0% | 6.7% | -39%[inhibitor] | 6% | ? | -10% | ? | -20%
O=C(NC1CCCCCCC1)c1cccs1 | -3% | ? | 0.9% | -6% | 53%[activator] | i | 4% | 7% | 7%
O=C(NCC1CCCO1)/C(=C\c1ccco1)NC(=O)c1ccc(Cl)cc1 (configuration not stated) | -1% | -8% | 0.1% | -9% | -15% | i | 2% | ? | 8%
CN(CC(=O)Nc1c(Cl)cccc1Cl)C(=O)CC1Sc2ccccc2NC1=O (configuration not stated) | -1% | 5% | 2.4% | 6% | 3% | ? | 5% | -14% | 0%
CCCCCCC(=O)Nc1nc(C)c(-c2csc(Nc3cc(Cl)ccc3C)n2)s1 | 12% | 4% | 7.2% | ? | -6% | i | 7% | 1% | -21%
O=C(O)c1ccccc1C(=O)OCCCc1ccncc1 | -1% | 0% | -1.1% | -2% | 1% | i | 16% | 12% | 14%

# Bioassay records: PubChem, National Center for Advancing Translational Sciences (NCATS)
